High-throughput results deposited in PubChem by several laboratories.
SKN-1 block = inhibitors of C. elegans SKN-1; C. elegans VP596 Pgst-4::GFP/RFP ratio, acrylamide-induced, 24 h; inhibition, % at 21.8 µM; 360,000 tested, 0.49% active;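 active = interference check ratio from 0.5 to 1.5 plus GFP to RFP signal ratio inhibition reaching or exceeding a fixed threshold, cut at about 30% in these data, passing the limit was not always enough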; note: some compounds called inactive have numbers as strong as hits
MLLE-PAM2 inh = inhibitors of microRNA-mediated deadenylation, human PABP1 MLLE binding. P11940. GST-MLLE / FITC-PAM2 fluorescence polarization. inhibition, % at 20 µM. 360,000 tested, 0.36% active; in the data active = inhibition above about 35%, passing the limit was not always enough;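 note: plate controls were DMSO wells with GST-MLLE for no effect and wells lacking GST-MLLE protein for full effect; some results filed as inactive read as strong as hits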
Target sequence (P11940 whole entry, looked up): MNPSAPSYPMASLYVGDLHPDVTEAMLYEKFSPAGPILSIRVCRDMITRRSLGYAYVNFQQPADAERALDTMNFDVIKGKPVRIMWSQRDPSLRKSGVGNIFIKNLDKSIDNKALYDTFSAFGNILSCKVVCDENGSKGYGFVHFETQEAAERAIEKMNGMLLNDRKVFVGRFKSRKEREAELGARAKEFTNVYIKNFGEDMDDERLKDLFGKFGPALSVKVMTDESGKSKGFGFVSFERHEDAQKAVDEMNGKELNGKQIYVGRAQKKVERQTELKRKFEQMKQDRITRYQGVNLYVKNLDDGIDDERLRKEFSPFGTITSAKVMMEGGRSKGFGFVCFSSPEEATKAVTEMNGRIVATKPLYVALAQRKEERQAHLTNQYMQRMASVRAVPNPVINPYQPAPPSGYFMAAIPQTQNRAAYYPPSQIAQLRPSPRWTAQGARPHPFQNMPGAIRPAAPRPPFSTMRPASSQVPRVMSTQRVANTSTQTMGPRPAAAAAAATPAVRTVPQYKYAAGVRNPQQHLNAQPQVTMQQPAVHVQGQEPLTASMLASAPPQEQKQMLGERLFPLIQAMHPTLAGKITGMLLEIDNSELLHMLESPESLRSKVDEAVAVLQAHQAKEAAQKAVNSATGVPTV
MsrA act = activates bovine MsrA enzyme; purified bovine MsrA, absorbance read-out; 360,000 tested, 0.3% active; activation, % at 10.6 µM; AID 602163; in the data active = activation above about 7.5%;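 note: 0% = vehicle and 100% = reference activator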
FAS TE block = blocks the thioesterase domain of human fatty acid synthase; P49327; recombinant FAS-TE, OMFH fluorogenic substrate, fluorescence endpoint; inhibition, % at 15 µM; 360,000 tested, 0.67% active; AID 602261;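 active = compounds whose normalised, plate-corrected inhibition of enzyme fluorescence in the single-dose primary screen is 50% or more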;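 note: 0% = DMSO with enzyme and 100% = substrate without enzyme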
E coli Lon inh = E. coli protease La inhibition; AID 602123; purified E. coli Lon protease, fluorescence polarization; inhibition, % at 7.94 µM; 360,000 tested, 0.42% active; in the data active = inhibition above about 13%, passing the limit was not always enough;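 note: 0% = enzyme with probe and DMSO and 100% = no enzyme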
CendR NRP1 mod = modulators of CendR peptide binding to human neuropilin-1; FAM-RPARPAR peptide binding to NRP-1, fluorescence polarization; inhibition, % at 25 µM; 360,000 tested, 0.85% active; AID 602438;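 active = inhibition or corrected inhibition above about 18%, plus a signal ratio from 0.5 to 1.5, limit read from the data, passing the limit was not always enough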; note: strong numbers were not always called active
MsrA inh = inhibits bovine methionine sulfoxide reductase A | purified bovine MsrA, absorbance read-out | inhibition, % at 15.5 µM | 360,000 tested, 0.75% active; in the data active = inhibition above about 4.5%;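 note: 0% = vehicle wells with enzyme and 100% = reference inhibitor wells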
MT1-MMP act inh = inhibitors of human MT1-MMP activation. 360,000 tested, 0.061% active. AID 651647. GFP/RFP ratio change, % at 20 µM. HT1080 RFP-PRO-GFP cells, GFP/RFP ratio fluorescence, overnight; percent of plate control window, DMSO zero. P50281;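 active = GFP/RFP ratio change of at least 30% with cell ATP level not reduced by more than half and red fluorescence within 50% of control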; note: strong numbers were not always called active
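system = RFP-PRO-GFP reporter HT1080 cells | dosing = 20 µM single dose, 1% DMSO | timing = overnight cell settling, then overnight compound exposure, 37 °C, 5% CO2 | read-out basis = GFP/RFP fluorescence ratio | controls = DMSO and RFP-L50D-GFP cell wells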
Tb MetRS inh = blocks T. brucei methionyl-tRNA synthetase activity; AID 624268; inhibition, % at 11.9 µM; 360,000 tested, 0.4% active; purified T. brucei MetRS, ATP depletion, Kinase-Glo luminescence;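 active = inhibition above a per-plate cutoff of the control wells' mean inhibition plus 3 SD, cut at about 5.5% in these data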;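 note: 0% = DMSO wells median and 100% = median of wells with control inhibitor compound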
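Dosing: 11.9 µM compound single dose, 0.9% DMSO; Assay system: purified T. brucei MetRS enzyme; Measured by: Kinase-Glo luciferase luminescence reporting remaining unconsumed ATP; Schedule: 15 min plus 2 h at 25 °C.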
Active calls of the source: *; / = no result given; & = joins results of further samples.

The first 3 records, to show the layout:
Every second line gives: SKN-1 block	MLLE-PAM2 inh	MsrA act	FAS TE block	E coli Lon inh	CendR NRP1 mod	MsrA inh	MT1-MMP act inh	Tb MetRS inh
COc1ccc(Cl)cc1-c1nc(SCC(=O)NC2CCCC2)n[nH]1
 : 15	-13	-3	-5	-6	0	-0.9	-7	-0.1
COc1cc(CNC(C)c2ccccc2)cc(Br)c1OCc1ccc(F)cc1 (stereo not given)
 : 66*	5	-10	24	3	13	-0.7	-7	-1.2
O=C(Nc1ccc(F)cc1F)c1cccnc1
 : 4	-2	-4	-6	5	10	0.7	-2	-0.3

All compounds of this part, from the first entry:
Every second line gives: SKN-1 block	MLLE-PAM2 inh	MsrA act	FAS TE block	E coli Lon inh	CendR NRP1 mod	MsrA inh	MT1-MMP act inh	Tb MetRS inh
COc1ccc(Cl)cc1-c1nc(SCC(=O)NC2CCCC2)n[nH]1
 : 15	-13	-3	-5	-6	0	-0.9	-7	-0.1
COc1cc(CNC(C)c2ccccc2)cc(Br)c1OCc1ccc(F)cc1 (stereo not given)
 : 66*	5	-10	24	3	13	-0.7	-7	-1.2
O=C(Nc1ccc(F)cc1F)c1cccnc1
 : 4	-2	-4	-6	5	10	0.7	-2	-0.3
CCSc1nnc(Cc2cc(=O)[nH]c(=O)[nH]2)n1-c1ccc(F)cc1
 : -1	-3	-12	-10	-3	-1	0.2	-2	0.1
O=C(O)c1ccccc1-c1ccccc1C(=O)Nc1ccc2c(c1)CCC2
 : 4	4	-2	-6	-1	8	-0.6	-1	1.4
Oc1ccccc1CNc1nccs1
 : 2	7	-4	-4	6	7	0.5	4	-0.9
CCCOc1ccc(Cc2c(O)nc(SC)[nH]c2=O)cc1
 : 0	7	-5	-5	-6	3	-0.1	-5	-0.8
COC(=O)c1ccc(COC(=O)CSCC(=O)Nc2ccc(C)cc2C)cc1
 : -6	8	-10	1	-5	-1	0.0	-2	-0.5
Cc1cccc(C)c1NC(=O)CN1CCN(c2ccc(C(F)(F)F)cn2)CC1
 : 7	1	0	-3	2	0	-0.1	4	-0.2
Cc1cccc2cc(C#N)c(SCC(=O)N3CC(=O)Nc4ccccc43)nc12
 : 5	-10	-6	23	-26	-53	0.2	-47	0.8
Cc1ccc(S(=O)(=O)N2[C@@H](c3ccc(Cl)cc3)C(C(=O)OC(C)(C)C)=CC[C@H]2c2ccc(Cl)c(Cl)c2)cc1
 : 6	2	-2	17	-8	30*	0.5	-10	-0.3
O=C(c1ccc(S(=O)(=O)N2CCCCCC2)cc1)N1CCN(Cc2ccccc2)CC1
 : 11	-1	-1	2	-40	3	0.9	3	-0.3
Nc1nnc(SCC(=O)NC2CCCCCCC2)s1
 : -12	3	-4	-3	-1	7	-0.4	2	0.1
CCCCCCN1CCN(C2CN(CCCC)S(=O)(=O)C2)CC1 (stereo not given)
 : 13	10	-4	-7	-8	6	0.1	6	-0.1
Cc1cccc(-n2c(=S)[nH]c3sc4c(c3c2=O)CCc2ccccc2-4)c1
 : 0	-7	-7	2	-13	-31	1.9	-5	0.1
COc1ccc(CNC(=O)c2cc(C(=O)C3CC3)c[nH]2)cc1
 : 6	-1	-3	-4	-6	8	0.9	1	0.4
COCCc1ccc(OCC(O)CNC(C)C)cc1 (stereo not given)
 : -11&11&8	-2&17&-1	-4&-3&1	/	-12&-4&-1	-9&-13&10	-0.6&-0.8	3&2&-1	-0.9&-0.8&-0.1
O=C1C(Cc2ccccc2)Nc2ncnc(N3CCCCC3)c2N1Cc1ccc(Cl)cc1 (stereo not given)
 : -1	-5	-1	1	-3	-6	/	-2	0.0
COc1ccc(CNC(=O)CS(=O)(=O)Cc2nc(-c3cccc(OC)c3)oc2C)cc1
 : -1	1	-4	4	-7	-8	1.9	1	-0.3
Cn1c(COc2ccc3ccccc3c2)nnc1SCC(=O)O
 : -1	-35	-1	-6	2	10	0.6	7	-0.1
O=C1CC(c2ccco2)CC2=C1C(c1ccccc1)n1nc(C(F)(F)F)nc1N2 (stereo not given)
 : -23	-12	-10	1	-8	-6	0.9	-49	4.0
C=CCc1cccc2cc(C(=O)N3CCOCC3)c(=O)oc12
 : 4	12	-2	-4	0	0	0.4	-1	-0.4
Cn1cccc1Cc1nnc(SCC(=O)NCCc2ccccc2)n1-c1ccc(F)cc1
 : -6	-2	3	3	4	-8	0.2	1	-1.1
O=C(OCCN1CCOCC1)c1cccnc1
 : -6&1	5&8	-14&-2	-4&-9	-10&-1	0&-6	2.5	0&1	-2.1&0.1
CCOC(=O)c1ccc(N=C2NC(=O)CS2)cc1
 : 4	-4	-3	-10	-10	1	0.1	2	-0.3
CC(C)[C@@H](NC(=O)C1CCC(CNC(=O)[C@H](Cc2ccccc2)NC(=O)OC(C)(C)C)CC1)C(=O)O (stereo not given in full)
 : 9	11	-4	-6	10	4	0.3	-1	-1.1
Cc1ccc(NC(=O)COC(=O)COc2ccc(Cl)cc2C)c([N+](=O)[O-])c1
 : 78	10	-2	2	15	12	0.1	2	0.6
COc1ccc(N/N=C(C)/C(=N/O)C(=O)Nc2ccccc2)cc1
 : 8	17	-5	-20	-4	-5	2.0	-2	-2.1
Cc1ccc(-n2nnnc2-c2nc3ccccc3s2)cc1
 : -2	0	-4	1	-3	2	0.8	2	-0.5
CCCc1nnc(NC(=O)CCC(=O)N2CCN(c3nc(C)cc(C)n3)CC2)s1
 : 15	-18	-2	-5	-5	2	-1.2	2	-0.3
O=C(NCCc1ccccc1)C1CCCN(c2cnccn2)C1 (stereo not given)
 : 8	3	2	-4	-4	11	1.7	-2	-0.2
CCN1CCN(CC#CCOc2ccccc2OC)CC1
 : 2	13	-3	-7	10	0	0.0	2	-0.8
N#C/C(=C\C1CC=CCC1)c1nc2ccccc2[nH]1 (stereo not given)
 : 7	-44	1	4	-19	-19	0.1	-21	1.5
CC(Oc1ccccc1)C(=O)N1CCN(C(=O)C(C)Oc2ccccc2)CC1 (stereo not given)
 : 12	-14	2	-7	-21	2	-0.9	-1	-0.1
COc1ccc(S(=O)(=O)N2CCC(N3CCCC3)CC2)cc1
 : 26	-7	-5	-9	-5	10	0.9	-1	0.4
FC(F)(F)c1cc(Cl)c2nc(-c3ccc(Cl)cc3)c(Cc3ccccc3)n2c1
 : 20	23	-4	4	-14	-4	-0.4	5	-0.1
Cc1ccc(C)c(NC(=O)CSc2nnc3n2CCCCC3)c1
 : -4	-15	-2	-3	2	2	0.3	-5	-0.2
C=C1CCC[C@]2(C)C[C@H]3OC(=O)C(CNCC(C)C)[C@H]3CC12 (stereo not given in full)
 : 10	3	-3	-3	-5	7	-0.3	-8	-0.5
O=C(NCc1csc2ccc(Cl)cc12)Nc1ccccc1
 : 2	4	-5	2	5	-17	-1.2	4	1.4
CC/C(=N\NS(=O)(=O)c1ccc(C)cc1)c1ccco1
 : 4	8	-3	-2	1	3	1.0	0	0.1
COc1ccc(CN(C(C)=O)c2cc(C)c([N+](=O)[O-])cc2OC)cc1OC
 : 4	-4	-3	-4	5	0	0.0	4	-0.1
CC1(C(=O)Nc2ccc(F)c(Cl)c2)Cc2c(-c3cccc(C(F)(F)F)c3)ccnc2O1 (stereo not given)
 : 7	5	-3	27	-6	-13	0.0	-3	-0.2
CCCCn1nnnc1C(c1ccccc1)N1CCN(C(C)=O)CC1 (stereo not given)
 : -6	/	3	-8	3	0	-1.2	3	-0.1
CN(C)S(=O)(=O)c1cccc(NC(=O)CCSc2ccc(Cl)cc2)c1
 : -4	1	-2	11	-8	4	0.7	-1	0.3
COCCN(C(=O)c1ccccc1F)c1nnc(-c2ccc(OC)cc2)s1
 : 5	-13	-5	25	-8	-14	-0.6	4	-0.7
Cc1cccc(NC(=S)NC(NC(=O)c2ccco2)C(Cl)(Cl)Cl)c1 (stereo not given)
 : -9	15	-3	9	0	0	1.4	2	-0.2
Cc1ccc(C2CC(C(F)(F)F)n3ncc(C(=O)NCc4ccco4)c3N2)cc1 (stereo not given)
 : 5	9	-4	19	2	-2	-0.2	7	-0.4
COCCCNc1nc2c(-c3ccc(C)cc3)nnn2c2ccccc12
 : -5	-8	-14	-2	5	-4	0.3	-8	-1.8
Cc1nc(N2CCOCC2)c2c(C)c(C(=O)Nc3ccc(C(F)(F)F)cc3)sc2n1
 : 0	2	-8	38	-11	1	0.1	7	-0.8
O=C(CSc1nnc(-c2ccncc2)n1Cc1ccco1)OC1CCCCC1
 : -7	-17	-3	-2	-7	-1	/	-1	-0.4
O=C(O)CNS(=O)(=O)c1ccc(F)cc1
 : -10	4	-3	-8	-3	17	-0.1	-2	0.3
CN(C)CCCNC(=O)c1cc2sc3ccccc3c2s1
 : 11	3	-4	-6	-6	8	0.7	-1	-0.3
NC(=O)c1c(NC(=O)CSc2nc3c(c(C(F)(F)F)n2)CCc2ccccc2-3)sc2c1CCCC2
 : 9	7	-3	-2	5	-8	/	-2	-0.5
N#Cc1ccc(CN2CCN(C(=O)c3ccccc3)CC2)c(Cl)c1
 : -5	8	-1	-6	11	-6	-1.0	1	-0.1
Cn1nnnc1NN=Cc1ccccc1
 : 12	11	-5	-8	-8	8	1.1	-1	-0.2
COc1ccc(C2C(C(=O)Nc3ccccn3)=C(C)Nc3ncnn32)c(OC)c1 (stereo not given)
 : -8	-7	0	-3	8	4	0.7	-1	-0.2
CCc1ccccc1-n1nnc(-c2ccccc2)n1
 : 13	7	-1	3	-5	-2	-0.6	1	-0.9
CCCCN1CC(O)=C(c2nc3ccccc3[nH]2)C1=N
 : 0	5	-3	0	9	22*	-0.3	4	-0.3
Cc1cccc(C(=O)NCCC(=O)Nc2ccc(F)c([N+](=O)[O-])c2)c1
 : -7	0	-11	54*	14	-3	-0.7	6	-0.5
CCOc1ccc(N/C(C)=C/C(=O)c2ccc3c(c2)OCCO3)cc1
 : -5	8	-4	28	-7	-2	-0.3	1	-0.5

Continuation.
Every second line gives: SKN-1 block	MLLE-PAM2 inh	MsrA act	FAS TE block	E coli Lon inh	CendR NRP1 mod	MsrA inh	MT1-MMP act inh	Tb MetRS inh
Cc1ccc(NC(=O)Cn2c(=O)ccn(Cc3ccccc3)c2=O)cc1S(=O)(=O)N1CCOCC1
 : -13	-4	-6	-1	5	-2	-0.2	1	-0.2
CCOC(=O)C1(C)CCCCCN1C(=O)c1ccc(C(=O)OC)cc1 (stereo not given)
 : -1	4	2	-5	-3	5	1.6	1	-0.1
COc1ccc(N2CC(O)(c3ccc(F)cc3)[N+]3=C2CCCC3)cc1 (stereo not given)
 : -10	-12	-5	-4	-17	-2	0.8	-8	-0.8
COc1ccc([C@H]2CC(=O)C=C(c3ccc4[nH]ccc4c3)C2)cc1OC
 : 0	14	-3	7	9	0	2.3	3	-0.2
O=C(NC1CCN(Cc2ccccc2)C1)c1cc(S(=O)(=O)N2CCOCC2)ccc1Cl (stereo not given)
 : 18	-1	-2	-8	-13	9	0.9	0	-0.1
CCOC(=O)N1CCC2(CC1)CC(=O)c1cc(O)ccc1O2
 : 19	-6	2	-2	-3	22	1.0	2	-0.4
CCC(Sc1nc(=O)cc(N)n1CCc1ccccc1)C(=O)Nc1cc(C)on1 (stereo not given)
 : -4	1	-5	-8	-5	2	1.9	3	-0.2
Cn1cccc1/C=N/NC(=O)c1cccnc1
 : 13	-28	-4	-6	-2	-7	3.0	4	-0.6
CCCCCCC(=O)Nc1cc2c(C)cc(=O)oc2cc1C
 : 0	-8	-14	-12	-7	-11	0.5	7	-1.7
